Bioassay records as filed in PubChem BioAssay.
CHT PAM = human CHT allosteric activation; CHT-expressing cells, membrane potential dye, choline EC20; hits give high values; LV-AA mutant CHT in HEK293 cells; B-score at 10 µM; 0.49% of 310,000 active; AID 488977;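 active = initial fluorescence not abnormally high and integrated response B-score, plate-corrected, over 3 SD above library mean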
CHT block = inhibits the human high affinity choline transporter; 0.86% of 310,000 active; Q9GZV3; B-score at 10 µM; AID 488975; CHT-expressing cells, membrane potential dye, choline response; hits give low values;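 active = B-score over 3 SD under the library average, and starting fluorescence ratio not unusually high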;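 also: choline stimulus applied at its EC90 after an EC20 pre-addition; B-score computed on integrated fluorescence ratio after choline addition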
STK33 inh = human STK33 kinase inhibition | Q9BYT3 | purified STK33, MBP phosphorylation, ADP-Glo luminescence | inhibition, % at 10 µM | 0.073% of 320,000 active | AID 2661;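 active = inhibition at or above 25%, using the most active replicate where run in duplicate; inactive = inhibition below 25%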
Target sequence (Q9BYT3 whole entry, looked up): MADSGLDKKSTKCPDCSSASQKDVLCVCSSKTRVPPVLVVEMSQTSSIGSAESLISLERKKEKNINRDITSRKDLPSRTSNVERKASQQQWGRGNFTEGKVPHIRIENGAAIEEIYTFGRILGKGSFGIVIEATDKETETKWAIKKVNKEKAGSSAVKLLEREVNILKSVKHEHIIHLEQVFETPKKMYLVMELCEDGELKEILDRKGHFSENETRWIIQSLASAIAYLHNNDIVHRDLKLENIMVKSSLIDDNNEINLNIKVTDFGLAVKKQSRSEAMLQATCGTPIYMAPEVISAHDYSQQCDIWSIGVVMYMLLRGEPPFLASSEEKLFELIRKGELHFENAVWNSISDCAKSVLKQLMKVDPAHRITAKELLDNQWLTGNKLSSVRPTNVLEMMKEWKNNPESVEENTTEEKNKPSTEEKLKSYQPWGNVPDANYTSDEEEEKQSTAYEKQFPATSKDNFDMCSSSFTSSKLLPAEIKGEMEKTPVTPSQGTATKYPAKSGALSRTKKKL
* marks the source's active call; other numbers are inactive results; i = inactive; x = not tested or not shown. Rows are unselected; about 1.5% have a hit in one of these screens.

compound	CHT PAM	CHT block	STK33 inh
O=C(CCn1c(=O)oc2ccccc21)N1CCN(c2ccc(F)cc2)CC1	i	i	-1.3
CC1CCN(c2nc3ccc(C(=O)O)cc3s2)CC1	i	i	0.4
CCCOC(=O)C1C2C=CC(C3CC23)C1C(=O)OCC(=O)c1ccccc1 (stereo not given)	i	i	0.6
O=C(Nc1cccc(F)c1)C1CCCCC1	i	i	0.4
CCCn1c(=O)[nH]c(=O)c2c1nc(-c1ccc(C(F)(F)F)cc1)n2CCOC	i	i	0.5
CSCCC(NS(=O)(=O)c1ccc(Cl)cc1)C(=O)OCC(=O)NC1CC1 (stereo not given)	i	i	-2.9
CC(=O)c1cccc(NC(=S)N2CCN(S(=O)(=O)c3ccc(F)cc3)CC2)c1	i	i	1.2
Cc1ccc(OS(=O)(=O)c2ccccc2)c(/C=N/N=C2\NC(=O)C(C)S2)c1 (stereo not given)	i	i	-1.4
C=CCc1cc(/C=C2/NC(=O)NC2=O)cc(OCC)c1O	i	i	0.7
CCCC(C(=O)OCCN(CC)CC)(c1ccccc1)c1ccccc1	i	i	-0.1
NC(=O)/C(=C/c1cccnc1)NC(=O)c1ccccc1	i	i	-0.7
CCC(CC)N1CCN(CC2CC=CCC2)CC1 (stereo not given)	i	i	-2.0
CC(C)(C)c1ccc(OCC(O)CN2CCN(c3ccccn3)CC2)cc1 (stereo not given)	i	i	-0.3
COc1ccc(-c2nc(-c3cccc(C)c3)no2)cc1OC	i	i	2.0
C/C(=N\Nc1cccc(C(=O)O)c1)c1ccc(Cl)s1	i	i	-0.8
O=c1cc(N2CCCCC2)c2ccccc2o1	i	i	-1.3
COc1cccc(OC)c1OCCCCn1cnc2ccccc2c1=O	i	i	-1.1
Cc1nc2c(c3c1[nH]c1ccccc13)C(O)CC(C)(C)C2 (stereo not given)	i	i	-1.2
O=C(Cn1c(=O)oc2ccccc21)Nc1ccccc1Cl	i	i	-0.8
CC(=O)Nc1ccc(C(=O)Nc2cccc(S(=O)(=O)NC3=NCCC3)c2)cc1	i	i	-1.3
CN(Cc1ccccc1)S(=O)(=O)c1ccc(OCC(=O)NCc2cccnc2)cc1	i	i	-0.1
c1ccc(-n2ncc3c(NCc4ccc5c(c4)OCO5)ncnc32)cc1	i	i	-1.1
CCc1nc(SCC(=O)N2CCN(c3ccccc3)CC2)c2oc3ccccc3c2n1	i	i	-0.7
CC1CC(C)CN(S(=O)(=O)c2cccc3nsnc23)C1 (stereo not given)	i	i	-2.9
Cc1onc(-c2ccccc2Cl)c1C(=O)NCc1ccc(S(N)(=O)=O)cc1	i	i	-1.5
CC(C)[C@H](NC(=O)c1c(F)cccc1F)C(=O)N1CCN(c2ccc(F)cc2)CC1	i	i	0.4
Cc1cc(C(=O)Nc2cccc(NC(=O)c3ccco3)c2)ccc1[N+](=O)[O-]	i	i	0.1
Cc1cc(C)nc(-n2nc(C)cc2NC(=O)CN2CCCC(C)C2)n1 (stereo not given)	i	i	-2.2
COc1cc(C(=O)O)cc(OC)c1OCc1cc(C(=O)O)oc1C	i	i	-2.5
CCOc1cccc(/C=C2\NC(=S)N(c3ccccc3)C2=O)c1O	i	i	0.5
Cc1ccc(C(=O)Nc2cccc(C(=O)O)c2)cc1	i	i	0.1
CC1Oc2ccccc2N(Cc2cccnc2)C1=O (stereo not given)	i	i	-0.6
O=C(NCC1CC1)c1onc(CSc2ccc(F)c(F)c2)c1C(=O)NCC1CC1	i	i	-0.3
O=C(COC(=O)c1ccccc1NC(=O)c1ccco1)Nc1ccc2c(c1)OCO2	i	i	0.2
Cc1ccc(S(=O)(=O)CCCS(=O)(=O)c2ccc(C)cc2)cc1	i	i	-0.5
Cc1ccc(-n2ncc3c(=O)n(CC(=O)NCc4ccco4)cnc32)cc1	i	i	-0.5
Cn1c(C(=O)NCc2ccco2)cc2c(=O)[nH]c3ccccc3c21	i	i	-1.9
COc1ccc(-c2nc(NC(=O)Cn3ccc(C(F)(F)F)n3)sc2C)cc1	i	i	1.7
COc1ccccc1NS(=O)(=O)c1cc(NC(C)=O)ccc1N1CCCCC1	i	i	-0.4
CCCCn1nc(NC(=O)COC)c2cc3cc(OC)ccc3nc21	i	i	-1.2
COc1cccc(C(=O)Nc2cccnc2)c1	i	i	1.3
OCCCc1cn(Cc2ccccc2)c2ccccc12	i	i	-0.5
CCOc1nc2cnccc2n(CC(=O)Nc2ccc(C)c(C)c2)c1=O	i	i	0.7
COC(CNc1cc(=O)oc2ccccc12)OC	i	i	-0.1
Cc1ccc(NC(=O)c2noc(C(C)C)c2[N+](=O)[O-])cc1	i	i	-0.1
O=c1nc(N/N=C/c2c[nH]c3ccccc23)cn[nH]1	i	i	1.6
COc1ccc(CCNC(=O)c2cc3sc(Cl)cc3n2C)cc1OC	i	i	0.7
Cc1ccccc1C(=O)c1cn[nH]c1-c1ccccc1O	i	i	-1.3
COC(=O)Cn1nnc(-c2cccc(OC)c2)n1	i	i	2.1
CN(CC(=O)Nc1ccccc1Cl)C(=O)COC(=O)C1CC1	i	i	0.2

Additional structures follow:
compound	CHT PAM	CHT block	STK33 inh
N#CCSc1nnc(-c2c[nH]c3ccccc23)o1	i	i	-0.7
COc1ccc(NC(=O)COc2ccccc2C)cc1S(=O)(=O)N1CCCCC1	i	i	-1.1
CCn1c(C)nc2cc(S(=O)(=O)Nc3ccc(C)cc3)ccc21	i	i	-0.9
CCCCn1c(N)c(N(CC(C)C)C(=O)c2ccc(-n3c(C)ccc3C)cc2)c(=O)[nH]c1=O	i	i	x
O=S(=O)(c1ccc(-c2ccon2)s1)N1CCOCC1	i	i	-0.8
N#C/C(=C\c1cccs1)c1nc2ccccc2[nH]1	i	i	-1.3
CCc1ccccc1NC(=O)Cn1nnc(-c2cccnc2)n1	i	i	-0.3
COCC(=O)NCCNc1nc2ccc(C)cc2cc1C	i	i	-1.9
COc1ccc(NC(=S)Nc2ncccc2C)cc1OC	i	i	-0.5
Oc1ccc2nnc3c(Br)cnn3c2c1	i	i	11

Among those listed so far, 3 contain an aryl thioether with sulfur outside any ring.
compound	CHT PAM	CHT block	STK33 inh
CCc1nc(SCC(=O)N2CCN(c3ccccc3)CC2)c2oc3ccccc3c2n1	i	i	-0.7
O=C(NCC1CC1)c1onc(CSc2ccc(F)c(F)c2)c1C(=O)NCC1CC1	i	i	-0.3
N#CCSc1nnc(-c2c[nH]c3ccccc23)o1	i	i	-0.7

Remaining list, next part
compound	CHT PAM	CHT block	STK33 inh
Nc1nc(-c2ccccc2)c(N=Nc2cccnc2)s1	i	i	0.9
Cc1cccc(OCc2nnc(SCC(=O)Nc3ccc(C)c(C)c3)o2)c1	i	i	0.4
COc1cccc(-c2csc(N3CCN(C(=S)NCC(C)C)CC3)n2)c1	i	i	-2.6
CCOc1ccccc1NC(=O)CSc1nnc(CNC(=O)c2c(F)cccc2Cl)o1	i	i	-0.4
CCOC(=O)c1c(-n2cnnn2)sc(C)c1C	i	i	0.0
Cc1ccc2c(c1)C1CN(C)CCC1N2Sc1ccccc1[N+](=O)[O-] (stereo not given)	i	i	0.1
Cc1ccc(-c2nn(C)c(=O)c3ccccc23)cc1CN1CCCCC1	8.7*	i	0.6
Cn1cc(S(=O)(=O)N2CCCC2)cc1C(=O)NCc1ccccc1	i	i	-2.0
O=C(CSCc1ccc(C(=O)O)cc1)Nc1ccc2ccccc2c1	i	i	-1.8
COc1ccc(-c2noc(CCC(N)=O)n2)cc1OC	i	i	-0.1
COc1ccccc1-c1cc(C(=O)Nc2ccc(F)cc2F)no1	i	i	-0.4
COc1ccc(S(=O)(=O)N2CCN(CCC(=O)Nc3ccc(F)cc3)CC2)cc1	i	i	x
CCCCN(Cc1ccccc1)c1ncnc2nc[nH]c12	i	i	-0.5
CCOC(=O)N1CCC(=NNC(=O)c2ccc(O)cc2)CC1	i	i	-0.1
COCCN1C(=O)/C(=C/c2ccc(Oc3ccc([N+](=O)[O-])cn3)c(OC)c2)SC1=Nc1ccccc1	i	i	0.3
Cc1ccc(/C=C2/NC(=O)N(Cc3ccc(Br)cc3)C2=O)o1	i	i	-1.7
COc1ccc(-c2cc3nc(C)n(N)c(=O)c3s2)cc1	i	i	5.6
O=C(CN1CCCC1)NCC1(c2ccccc2)CCOCC1	i	i	-1.8
CC(C)c1nnc(NC(=O)c2cccc(-n3cnnn3)c2)s1	i	i	-1.4
CC(NC(=O)C(=O)NCCN1CCN(C(=O)c2ccc([N+](=O)[O-])cc2)CC1)c1ccccc1 (stereo not given)	i	i	1.8

Pulled one by one from above (4):
compound	CHT PAM	CHT block	STK33 inh
Cc1ccc(/C=C2/NC(=O)N(Cc3ccc(Br)cc3)C2=O)o1	i	i	-1.7
O=C(CN1CCCC1)NCC1(c2ccccc2)CCOCC1	i	i	-1.8
COCCN1C(=O)/C(=C/c2ccc(Oc3ccc([N+](=O)[O-])cn3)c(OC)c2)SC1=Nc1ccccc1	i	i	0.3
CCOC(=O)N1CCC(=NNC(=O)c2ccc(O)cc2)CC1	i	i	-0.1

Further records:
compound	CHT PAM	CHT block	STK33 inh
COc1ccc(C(=O)N2CCN(CCNC(=O)C(=O)Nc3ccc(Br)cc3)CC2)cc1	i	i	-1.2
CCCCNC(=O)CCn1nc(-c2ccc(Cl)cc2)ccc1=O	i	i	-0.7
Cn1ccc(CC(=O)N2CCC(N3CCC(C(=O)N4CCCC4)CC3)CC2)c1	i	i	-0.7
Cc1c(Cl)cccc1NC(=O)Cn1c(CCC(=O)O)ccc1-c1ccccc1	i	i	-0.3
CC(=O)Nc1ccc(N=Cc2ccc[nH]2)cc1	i	i	-2.0
C=CCn1c(SCC(=O)Nc2nc(C)cs2)nnc1C(C)NC(=O)c1ccccc1Cl (stereo not given)	i	i	-0.2
CC1=CC(C#N)(C#N)C(C#N)(C#N)C(c2ccccc2)N1 (stereo not given)	i	i	-0.3
CCCC1C(=O)N(Cc2ccccc2)C(=O)CC1C (stereo not given)	i	i	0.1
CCCn1cnc2scc(-c3ccc(OC)cc3)c2c1=O	i	i	1.5
CCO[C@@H]1OC(C(=O)N2CCN(Cc3ccc4c(c3)OCO4)CC2)=C[C@H](C2CCCCC2)[C@H]1CCCO	i	i	-0.8
CCOC(=O)N1CCN(CC(=O)c2ccc(O)cc2O)CC1	i	i	-0.8
CN1CCN(CC#CCC(O)(c2ccccc2)c2ccccc2)CC1	i	i	-0.6
Cc1ccc(C(=O)NCc2cccnc2)cc1S(=O)(=O)N1CCCCCC1	i	i	0.2
CC(=O)NS(=O)(=O)c1ccc(NC(=S)NC(=O)COc2ccccc2C)cc1	i	i	0.5
CCc1ccc(NC(=O)c2ccc(NC(=O)C3CCCO3)cc2)cc1 (stereo not given)	i	i	0.1
C#CCOCCOCCOCCNc1nc(N2CCN(C(=O)[C@H](Cc3ccc(O)cc3)n3cc([C@@H](N)C(C)CC)nn3)CC2)nc(N2CCN(C(=O)[C@H](Cc3cc4ccccc4[nH]3)n3cc([C@@H](N)CC(C)C)nn3)CC2)n1 (stereo not given in full)	i	i	-1.3
CC(C)Cc1nnc(NC(=O)C2CC(=O)N(Cc3ccccc3)C2)s1 (stereo not given)	i	i	-1.9
O=C1C(c2ccnc3ccccc23)=C(O)c2ccccc21	i	i	7.6
Cc1cccc(/C=N/NC(=O)c2cc(C)nc3ccccc23)n1	i	i	0.8
COc1ccc(Cc2nc(C(=O)Nc3ccccc3)cs2)cc1	i	i	-0.6
Cc1ccc(S(=O)(=O)Oc2ccc(C3C4=C(CCCC4=O)N(CCC(=O)O)C4=C3C(=O)CCC4)cc2Cl)cc1	i	i	0.2
O=P(/C(=N/O)Sc1ccccc1)(N1CCOCC1)N1CCOCC1	i	i	-2.5
Cc1ccc(NC(=O)C2Cc3ccccc3CN2C(=O)c2ccco2)cc1S(=O)(=O)N(C)C (stereo not given)	i	i	0.3
CCN(CC)C(=O)CSc1nnc([C@H](CCSC)NC(=O)OC(C)(C)C)o1	i	i	0.9
COc1ccc(C(=O)NC2(C(F)(F)F)NC(=O)N(CCCc3ccccc3)C2=O)cc1OC (stereo not given)	i	i	x
COc1ccc(OC)c(C2=NS(=O)(=O)N(C)C(C(=O)Nc3ccc(F)cc3F)=C2)c1	i	i	-0.1
COc1ccc(CNC(=O)c2ccc(Cn3nc(C)cc3C)o2)cc1	i	i	-0.7
COc1ccc(C(=O)N2CCn3c(C)ccc3C2C)cc1 (stereo not given)	i	i	-0.2
Cc1c(Cc2ccccc2)c(=O)oc2cc(OC(=O)c3ccccc3)ccc12	i	i	-1.5
O=C(CSc1nnc(Cc2cccs2)n1-c1ccc(Cl)cc1)NCc1ccc2c(c1)OCO2	i	i	0.1
CNC(=S)N/N=C/c1cn(CCOc2ccccc2OC)c2ccccc12	i	i	0.3
O=S1(=O)CCN=C2SC3=C(CCCC3)N21	i	i	-0.4
CC1(C)C(=O)Nc2ccccc2N1C(=O)COc1ncnc2ccccc12	i	i	-1.2
O=C(Cn1ncn2c(cc3ccccc32)c1=O)NCCC1=CCCCC1	i	i	-1.4
CC(=O)c1cccc(S(=O)(=O)Nc2ccc3nc(C)sc3c2)c1	i	i	-0.9
